High-throughput results from PubChem BioAssay.
TcdB inh: TcdB glycohydrolase inhibition; P18177; TcdB glycohydrolase enzymatic assay, plate reader; inhibition, % at 9.99 µM; hit rate 0.24% among 350,000; AID 652162; in the data active means inhibition above about 10%
Target sequence (P18177 whole entry, looked up): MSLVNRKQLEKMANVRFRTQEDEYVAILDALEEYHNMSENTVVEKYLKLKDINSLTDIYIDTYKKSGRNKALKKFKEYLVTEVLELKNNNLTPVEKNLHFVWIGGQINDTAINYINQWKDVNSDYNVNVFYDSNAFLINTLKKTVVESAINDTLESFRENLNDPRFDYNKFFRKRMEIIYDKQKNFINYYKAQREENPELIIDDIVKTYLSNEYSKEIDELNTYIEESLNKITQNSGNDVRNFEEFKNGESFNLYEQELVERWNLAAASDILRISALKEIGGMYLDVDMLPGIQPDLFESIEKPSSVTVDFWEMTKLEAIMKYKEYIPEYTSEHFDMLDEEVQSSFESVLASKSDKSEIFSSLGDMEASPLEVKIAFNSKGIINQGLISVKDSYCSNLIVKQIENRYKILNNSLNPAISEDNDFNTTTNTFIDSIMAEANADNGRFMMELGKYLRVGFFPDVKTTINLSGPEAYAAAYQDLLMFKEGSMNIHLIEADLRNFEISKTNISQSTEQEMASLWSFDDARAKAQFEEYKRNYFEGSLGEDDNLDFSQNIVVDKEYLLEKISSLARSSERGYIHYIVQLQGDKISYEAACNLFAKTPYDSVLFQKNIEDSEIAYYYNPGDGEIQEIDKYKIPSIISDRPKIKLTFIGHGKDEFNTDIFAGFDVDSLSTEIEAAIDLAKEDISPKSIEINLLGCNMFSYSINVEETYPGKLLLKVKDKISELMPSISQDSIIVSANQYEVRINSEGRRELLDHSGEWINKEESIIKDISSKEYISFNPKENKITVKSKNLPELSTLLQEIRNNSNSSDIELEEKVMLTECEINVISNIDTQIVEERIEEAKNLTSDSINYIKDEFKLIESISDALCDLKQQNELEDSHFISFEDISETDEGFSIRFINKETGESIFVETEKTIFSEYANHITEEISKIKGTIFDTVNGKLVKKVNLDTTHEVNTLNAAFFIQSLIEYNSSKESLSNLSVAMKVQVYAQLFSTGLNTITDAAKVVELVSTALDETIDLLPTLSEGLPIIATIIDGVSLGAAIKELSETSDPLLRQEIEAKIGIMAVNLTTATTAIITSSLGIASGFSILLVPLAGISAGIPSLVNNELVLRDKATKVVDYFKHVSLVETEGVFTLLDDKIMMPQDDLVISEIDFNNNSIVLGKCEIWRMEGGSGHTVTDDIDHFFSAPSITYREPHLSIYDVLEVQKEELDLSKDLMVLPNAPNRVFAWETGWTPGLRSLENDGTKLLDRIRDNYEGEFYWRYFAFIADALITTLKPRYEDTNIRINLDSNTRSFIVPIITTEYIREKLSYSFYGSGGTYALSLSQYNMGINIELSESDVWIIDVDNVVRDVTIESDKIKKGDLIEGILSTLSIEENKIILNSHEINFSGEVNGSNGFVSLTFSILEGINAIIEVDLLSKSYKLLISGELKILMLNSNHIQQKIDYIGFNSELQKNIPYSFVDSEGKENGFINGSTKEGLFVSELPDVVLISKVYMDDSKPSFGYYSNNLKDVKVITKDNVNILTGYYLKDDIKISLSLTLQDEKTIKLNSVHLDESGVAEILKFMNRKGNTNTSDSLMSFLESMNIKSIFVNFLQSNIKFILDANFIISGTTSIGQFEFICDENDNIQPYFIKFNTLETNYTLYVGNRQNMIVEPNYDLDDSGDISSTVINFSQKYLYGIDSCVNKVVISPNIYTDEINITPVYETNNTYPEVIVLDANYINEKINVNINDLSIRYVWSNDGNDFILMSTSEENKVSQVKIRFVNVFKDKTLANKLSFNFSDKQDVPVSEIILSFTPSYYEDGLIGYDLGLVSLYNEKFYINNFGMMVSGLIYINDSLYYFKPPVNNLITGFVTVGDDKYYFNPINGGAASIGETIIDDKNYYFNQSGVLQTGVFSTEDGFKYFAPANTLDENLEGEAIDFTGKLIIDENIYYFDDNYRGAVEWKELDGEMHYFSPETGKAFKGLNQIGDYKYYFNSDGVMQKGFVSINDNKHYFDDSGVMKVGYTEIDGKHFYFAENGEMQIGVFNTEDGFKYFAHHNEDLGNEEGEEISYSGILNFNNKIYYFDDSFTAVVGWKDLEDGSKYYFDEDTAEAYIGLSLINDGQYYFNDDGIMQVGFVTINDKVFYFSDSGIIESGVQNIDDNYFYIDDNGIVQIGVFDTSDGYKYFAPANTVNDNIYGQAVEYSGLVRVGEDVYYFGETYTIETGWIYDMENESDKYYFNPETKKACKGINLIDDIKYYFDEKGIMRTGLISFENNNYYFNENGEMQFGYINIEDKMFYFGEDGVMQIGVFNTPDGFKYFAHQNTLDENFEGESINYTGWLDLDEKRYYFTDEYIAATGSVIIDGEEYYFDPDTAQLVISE
BH1578 lux ind: induces V. cholerae light production without autoinducers. V. cholerae BH1578 lux reporter, luminescence, 6 h. activation, % at 18.7 µM. hit rate 0.16% among 350,000; in the data active means activation mostly above about 9.7%, no sharp cut-off; inconclusive means no clear call, values can overlap the other calls; inactive means mostly below about 3.7%; further: not every result past the cut was called active; inactives centre near 0; reference of the scale not given here
Y pestis TopoI: blocks Yersinia pestis topoisomerase I activity; Y. pestis Topo-I cleavage product accumulation, plate reader; activity, % at 10 µM; hit rate 0.064% among 360,000; AID 504884; in the data active means activity above about 50%, passing the limit was not always enough; inconclusive means no clear call, values can overlap the other calls; further: inactives centre near 2
FadD28 binding: inhibitors of Mycobacterium tuberculosis FadD28 bisubstrate binding; FadD28 bisubstrate probe binding, fluorescence polarization; inhibition, % at 12.5 µM; hit rate 0.22% among 360,000; AID 588549; in the data active means inhibition above about 8.5%, passing the limit was not always enough; inconclusive means no clear call, values can overlap the other calls
GDH-TPI counter: GDH-TPI coupled enzyme inhibition counter-screen; hit rate 1.2% among 360,000; inhibition, % at 4.8 µM; GDH-TPI coupled enzyme counterscreen, NADH absorbance; in the data active means inhibition above about 30%;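 further: 0% = DMSO wells and 100% = wells lacking the enzyme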
Mtb UGM inh: inhibitors of M. tuberculosis UDP-galactopyranose mutase; purified UGM, fluorescence polarization probe displacement; AID 504406; P9WIQ1; inhibition, % at 10 µM; hit rate 0.06% among 320,000; in the data active means inhibition above about 10%, passing the limit was not always enough; inconclusive means no clear call, values can overlap the other calls
Mtb FBA inh: inhibitors of M. tuberculosis fructose-bisphosphate aldolase. P9WQA3. purified M. tuberculosis FBA, fluorescence read-out. inhibition, % at 1 µM. hit rate 2.3% among 360,000; in the data active means inhibition above about 27%;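 further: 0% = vehicle and 100% = reference inhibitor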
PfHsp40 rescue: compounds rescuing yeast from Plasmodium falciparum HSP40 toxicity | AID 504582 | S. cerevisiae expressing PfHsp40, growth rescue, ATP luminescence | hit rate 0.68% among 340,000 | growth rescue, % at 12.5 µM; in the data active means growth rescue above about 28%, passing the limit was not always enough; inconclusive means no clear call, values can overlap the other calls;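 further: yeast W303a lacking pdr1 and pdr3 grown in galactose medium; growth measured after three days at 30 °C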
Mtb BioA inh: BioA (M. tuberculosis) enzyme inhibition. purified M. tuberculosis BioA enzyme, plate reader. inhibition, % at 9.99 µM. hit rate 0.096% among 360,000; in the data active means inhibition above about 40%; inconclusive means no clear call, values can overlap the other calls
The depositor's hits bear a star; i = inactive; ? = inconclusive; · = not tested or not shown; + = active, no number.

SMILES	TcdB inh	BH1578 lux ind	Y pestis TopoI	FadD28 binding	GDH-TPI counter	Mtb UGM inh	Mtb FBA inh	PfHsp40 rescue	Mtb BioA inh
COc1ccc(S(=O)(=O)N2CCCCC2)cc1NC(=O)CCNC(=O)c1ccccc1Cl	1.2	i	12	-1.2	7	·	7	-1.3	-1.9
CCc1cccc(OCCN2CCCC2)c1	0.7	-0.1	3	-1.1	-1	3.6	0	-1.4	·
CC(NC(=O)CCNS(=O)(=O)c1ccc2c(c1)oc(=O)n2C)c1ccccc1 (stereo not drawn)	1.4	1.3	0	-5.4	6	-3.2	1	-0.3	3.2
O=C1CC2(CC(c3ccc(Cl)cc3)=NO2)C(=O)N1c1ccccc1 (stereo not drawn)	0.7	5.3	8	-2.4	9	0.6	-2	1.5	0.3
Cc1cc(C)c2c(n1)nn1c(NCCN3CCOCC3)cc(C)nc21	·	1.7	5	-0.3	10	-5.3	+	-0.3	-0.3
CC(NC(=O)COC(=O)c1cc(Cl)nc(Cl)c1)c1ccccc1 (stereo not drawn)	-1.6	-0.9	8	-5.0	-7	0.5	-2	4.2	0.5
Fc1ccc(/C=C/c2nnc(-c3cccs3)o2)cc1	1.0	-0.6	8	0.8	13	0.6	11	0.2	·
Cc1csc(NC(=O)C2CCCCC2C(=O)O)n1 (stereo not drawn)	·	i	5	1.4	10	-1.5	3	0.1	0.4
Cc1ccc(S(=O)(=O)Oc2ccc3c(c2)O/C(=C\c2cccnc2)C3=O)cc1	·	-3.8	-8	-3.1	5	-2.6	-6	-0.5	-0.6
N#Cc1nc(COc2cccc(Cl)c2)oc1NCCN1CCOCC1	1.9	-0.8	16	-0.8	1	1.3	-2	-1.1	·
Cn1cnnc1SCC(=O)Nc1ccc(N2CCCCC2)cc1	-1.3	-2.8	1	-0.9	4	-0.2	0	0.6	-0.7
N#Cc1cc2c(nc1SCC(=O)Nc1nccs1)CCCCC2	0.5	-2.0	3	-3.6	9	-2.4	17	?	0.5
O=C(NC1CCCC1)C(c1ccncc1)N(C(=O)c1ccco1)c1ccc(Cl)cc1 (stereo not drawn)	0.0	-0.3	-8	-2.5	-5	-4.1	1	-0.6	-0.7
CCCn1nc(C(=O)Nc2ccc3nc(C)sc3c2)c2ccccc2c1=O	0.0	i	10	-7.2	7	1.9	1	-1.1	·
CCCN1CCC(=O)N([C@H](CSc2ccc(OC)cc2)Cc2ccccc2)CC1	-11	0.1	5	-3.6	1	-0.9	-2	-0.8	-1.0
Cc1ccc(C(=O)O/N=C/c2c(C(F)(F)F)nn(C)c2Sc2ccc(Cl)cc2)cc1	·	0.6	-4	-3.9	-4	-7.7	1	-1.8	-2.7
CN(Cc1ccccc1F)Cc1cc(=O)oc2cc(O)c(Cl)cc12	-1.6	-0.3	9	-3.1	7	-0.8	+	-0.6	-0.7
CC(C)=CCN1CCN(Cc2nc(-c3ccc(F)cc3)cs2)CC1CCO (stereo not drawn)	-0.1	i	16	-2.5	5	·	5	-1.2	11
O=C(c1cn(CC(=O)N2CCCC2)c2ccccc12)C1CCCCC1	·	-0.2	-2	-7.3	4	-1.7	-12	-0.5	·
COc1cccc(N2C(=O)CC(N3CCc4ccccc4C3)C2=O)c1 (stereo not drawn)	0.3	0.7	-2	-1.4	-1	0.3	2	0.6	·
CC(C)n1cnc2c(oc3ccccc32)c1=O	5.0	i	-1	-3.2	3	-2.9	3	-1.5	-1.5
O=C(COC(=O)c1ccc(Cl)cc1)NC1CCCCCC1	0.4	-1.4	7	-1.1	5	-2.6	0	-1.1	-1.9
COc1ccccc1CCNC(=O)c1ccc(NC(=O)CC2SC(N3CCCCC3)=NC2=O)cc1 (stereo not drawn)	0.0	-0.9	6	-3.1	4	-0.3	5	-0.3	-2.7
COc1ccccc1CC(=O)Nc1ccc(OC)c(OC)c1	-1.3	·	4	0.4	6	-0.2	0	-0.6	-0.5
COc1ccc(N2CC(C(=O)N/N=C/c3cc([N+](=O)[O-])ccc3O)CC2=O)cc1 (stereo not drawn)	-3.2	i	-2	-1.1	16	3.6	-5	-0.3	·
O=C(CNC(=O)c1ccco1)OCC(=O)c1ccc(Cl)cc1Cl	-2.4	0.4	3	0.0	0	0.3	1	-0.8	0.3
CCOC(=O)C1CN(S(=O)(=O)c2ccccc2)CCN1S(=O)(=O)c1ccccc1 (stereo not drawn)	·	-0.5	6	-0.8	-11	2.9	3	0.0	-0.7
Cc1ccccc1CNC(=O)c1ccccc1C(=O)O	·	0.3	-1	-1.9	12	-0.5	0	0.5	-0.1
CCC(=O)NC(c1cc(Cl)c2cccnc2c1O)C(C)C (stereo not drawn)	-1.1	i	5	-0.3	6	1.5	0	247*	-0.4
O=C1CCCC2=C1CC(C(=O)OCc1ccccc1)C(=O)N2Cc1ccccc1 (stereo not drawn)	2.2	1.1	2	-1.6	7	·	0	-1.5	-0.1
C=CCNc1nnc(Cl)c2ccccc12	0.8	0.5	5	0.4	-4	0.1	8	0.3	·
Cc1nn(Cc2c(F)c(F)c(F)c(F)c2F)c(C)c1NC(=O)c1cccc(COc2ccccc2Cl)c1	·	-0.2	-1	-1.2	-4	3.0	-1	1.1	-3.3
CCOC(=O)c1sc(NC(=O)/C=C/c2ccccc2)nc1C	0.6	-0.3	-2	0.5	1	0.0	1	0.2	·
COc1ccc(C(=O)COC(=O)CCc2nc3ccccc3[nH]c2=O)cc1Br	0.5	-0.4	10	-2.2	1	3.1	1	-1.2	·
O=C(Nc1ccc2ccccc2n1)c1ccccc1Br	-7.8	-0.3	1	-1.0	1	1.9	-2	-0.3	-1.5
Cc1cccc(N(CC(=O)NCC2CCCO2)C(=O)CCC(=O)Nc2nccs2)c1 (stereo not drawn)	0.4	-0.4	5	-3.0	-9	-0.3	-3	-0.2	-0.5
COCOCCn1cc(CN2CCS(=O)(=O)N(Cc3ccc(-c4cccc(CO)c4)cc3)C(C(C)C)C2=O)nn1 (stereo not drawn)	1.2	0.5	25	-1.5	0	·	-2	·	1.6
Cc1ccc(C(=O)Nc2nc(=O)n(C(=O)c3ccccc3Cl)s2)cc1	·	i	2	-1.4	11	·	0	-0.5	0.3
O=C(CN1C(=O)c2ccccc2C1=O)Nc1ccc2c(c1)OCO2	·	i	4	-13	-1	-0.9	-4	-0.2	-1.3
Cc1ccccc1NC(=O)COC(=O)C1(C)CC1(Cl)Cl (stereo not drawn)	-0.5	-0.3	19	-1.9	0	0.4	1	0.3	·
CCOC(=O)C1CCCN(C(=O)Cn2cnc3sc(C)c(S(=O)(=O)N4CCOCC4)c3c2=O)C1 (stereo not drawn)	-3.0	-0.4	10	0.5	2	3.8	2	0.8	4.4
CCCc1nnc(NC(=O)CCC(=O)O)s1	1.0	-0.1	7	-0.7	-3	5.4	1	-0.2	0.5
O=C(CC1Sc2ccccc2NC1=O)Nc1cccc(-c2nnc3n2CCCCC3)c1 (stereo not drawn)	·	0.4	14	0.8	8	0.2	2	-0.9	0.6
Cc1ccc(-c2csc3ncnc(NCCC(=O)O)c23)cc1	2.0	i	-5	0.1	6	-0.5	4	1.7	4.1
O=C(Nc1ccnn1C1CCN(Cc2ccccc2OCCO)CC1)c1cccc(F)c1	-4.9	-0.1	1	·	8	0.0	1	0.3	-0.9

Random excerpt: 2 entries already listed.
SMILES	TcdB inh	BH1578 lux ind	Y pestis TopoI	FadD28 binding	GDH-TPI counter	Mtb UGM inh	Mtb FBA inh	PfHsp40 rescue	Mtb BioA inh
COc1ccc(C(=O)COC(=O)CCc2nc3ccccc3[nH]c2=O)cc1Br	0.5	-0.4	10	-2.2	1	3.1	1	-1.2	·
CCCc1nnc(NC(=O)CCC(=O)O)s1	1.0	-0.1	7	-0.7	-3	5.4	1	-0.2	0.5

Other compounds follow.
SMILES	TcdB inh	BH1578 lux ind	Y pestis TopoI	FadD28 binding	GDH-TPI counter	Mtb UGM inh	Mtb FBA inh	PfHsp40 rescue	Mtb BioA inh
Cc1cccc(C)c1NC(=O)Cn1nc(C)n2cccc2c1=O	2.8	i	2	-1.5	-6	4.4	0	1.4	-0.1
CO/N=C/NC(=O)NOCc1ncc(C(F)(F)F)cc1Cl	·	i	-4	-1.1	5	1.4	1	0.4	-3.8
O=C(Nc1ccc([N+](=O)[O-])cc1)Nc1ccc2[nH]c(=O)[nH]c2c1	0.2	-0.2	-13	-1.5	13	0.4	-1	0.7	1.0
O=C(Nc1ccc(F)cc1F)c1c(C(F)(F)F)ccnc1Oc1cccc(C(F)(F)F)c1	1.1	1.6	6	-1.2	12	-0.7	-5	0.2	-1.4
Cc1nc2cc(-c3cccc(F)c3)nn2c(C)c1CCC(=O)NC(C)c1ccc2c(c1)OCCO2 (stereo not drawn)	1.7	-0.3	10	-2.0	6	0.5	10	1.6	0.1
CC(=NCCCn1ccnc1)c1c(O)n(C)c(=O)n(C)c1=O	·	-1.4	2	-1.8	-9	0.3	6	?	2.4
CC(O)C(NS(=O)(=O)c1ccc(Cl)cc1)C(=O)OCCOc1ccc(F)cc1 (stereo not drawn)	1.6	i	0	-2.3	-11	·	-2	·	0.7
CCC1CCC(c2nnc(-c3ccc([N+](=O)[O-])cc3)o2)CC1 (stereo not drawn)	·	-0.3	3	0.2	9	1.3	0	-1.6	·
C=CCNc1nc(NCc2ccc(N(C)C)cc2)c2sc(-c3ccccc3)cc2n1	0.3	-0.3	-3	-2.9	26	·	4	·	-0.8
CCOc1ccccc1C=C1SC(=S)NC1=O	1.5	-0.4	12	-6.5	26	·	-2	-1.4	2.0
CCc1nc2c3cnn(-c4cc(Cl)ccc4C)c3ncn2n1	·	i	1	-0.7	6	2.2	-1	0.6	·
COc1ccc(-c2ccc(CCC(=O)O)o2)cc1	0.7	-0.3	-3	-0.1	14	0.2	6	1.3	·
CC(/C=N/NC(=O)c1cccc(F)c1)=C\c1ccccc1	0.8	i	4	·	28	-3.2	-2	0.3	30
O=C(CSc1ccccn1)N1CCN(c2ccc(Cl)cc2)CC1	·	i	-1	-0.6	9	0.5	0	-0.1	2.2
CC(C)(C)SCCNC(=O)CN(c1ccc(F)c(Cl)c1)S(C)(=O)=O	·	-0.2	7	0.1	-2	1.1	1	2.4	-0.8
CC1=NN(C(=O)Cc2ccc([N+](=O)[O-])cc2)C(O)(C(F)(F)C(F)(F)F)C1 (stereo not drawn)	1.5	i	-4	-1.4	10	-1.5	2	0.0	-1.5
c1ccc2c(c1)C(=NCC1CCCO1)NC2=NCC1CCCO1 (stereo not drawn)	0.8	i	-1	2.3	-3	-4.3	3	0.9	0.9
CCOC(=O)c1sc2nccc(N(C)C)c2c1N=CNOCc1c(F)cccc1Cl	·	i	-3	-2.3	9	0.0	19	1.6	·

A draw from above in order of count of non-hydrogen atoms, lowest first.
SMILES	TcdB inh	BH1578 lux ind	Y pestis TopoI	FadD28 binding	GDH-TPI counter	Mtb UGM inh	Mtb FBA inh	PfHsp40 rescue	Mtb BioA inh
CCOc1ccccc1C=C1SC(=S)NC1=O	1.5	-0.4	12	-6.5	26	·	-2	-1.4	2.0
CCC1CCC(c2nnc(-c3ccc([N+](=O)[O-])cc3)o2)CC1 (stereo not drawn)	·	-0.3	3	0.2	9	1.3	0	-1.6	·
O=C(Nc1ccc([N+](=O)[O-])cc1)Nc1ccc2[nH]c(=O)[nH]c2c1	0.2	-0.2	-13	-1.5	13	0.4	-1	0.7	1.0
C=CCNc1nc(NCc2ccc(N(C)C)cc2)c2sc(-c3ccccc3)cc2n1	0.3	-0.3	-3	-2.9	26	·	4	·	-0.8
O=C(Nc1ccc(F)cc1F)c1c(C(F)(F)F)ccnc1Oc1cccc(C(F)(F)F)c1	1.1	1.6	6	-1.2	12	-0.7	-5	0.2	-1.4
